Tat export inh = E. coli Tat transport inhibition. E. coli MC4100 TorA-mCherry Tat export, fluorescence. inhibition, % at 10 µM. 0.036% of 340,000 active. AID 488895;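 active means mean replicate inhibition at least 50% and at least half of replicates individually reaching 50%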;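 further: exported cargo escapes ClpAP degradation while cytoplasmic cargo is degraded and loses fluorescence; 0% = median of neutral control wells and 100% = median of NaSCN control wells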
PfHsp90 set2 = reduces growth (ATP signal) of yeast expressing P. falciparum Hsp90 | 0.32% of 310,000 active | inhibition, % at 9.4 µM | S. cerevisiae expressing PfHsp90, BacTiter-Glo ATP, 48 h; yeast lacking PDR1 and PDR3 efflux regulators;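 active means every replicate shows inhibition above about 80%, whatever the replicate mean, limit read from the data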;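 further: 0% = DMSO neutral controls and 100% = 20 µM radicicol positive controls; yeast relying on Plasmodium falciparum Hsp90 in place of its own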
Wnt bcat act = activates Wnt/beta-catenin signaling in a reporter cell assay. activator, plate reader. activation, % at 9.35 µM. 1.2% of 300,000 active. AID 743398; in the data active means activation above about 30%, passing the limit was not always enough;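 further: 0% = neutral control wells and 100% = positive control wells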
Rtt109 Vps75 = inhibitors of Candida albicans Rtt109/Vps75 histone acetyltransferase | Q5AAJ8 | AID 540336 | purified Rtt109/Vps75, ThioGlo CoA-SH fluorescence, 4 h | 0.16% of 330,000 active | inhibition, % at 34.9 µM;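 active means inhibition of at least 50% in every replicate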
Target sequence (Q5AAJ8 whole entry, looked up): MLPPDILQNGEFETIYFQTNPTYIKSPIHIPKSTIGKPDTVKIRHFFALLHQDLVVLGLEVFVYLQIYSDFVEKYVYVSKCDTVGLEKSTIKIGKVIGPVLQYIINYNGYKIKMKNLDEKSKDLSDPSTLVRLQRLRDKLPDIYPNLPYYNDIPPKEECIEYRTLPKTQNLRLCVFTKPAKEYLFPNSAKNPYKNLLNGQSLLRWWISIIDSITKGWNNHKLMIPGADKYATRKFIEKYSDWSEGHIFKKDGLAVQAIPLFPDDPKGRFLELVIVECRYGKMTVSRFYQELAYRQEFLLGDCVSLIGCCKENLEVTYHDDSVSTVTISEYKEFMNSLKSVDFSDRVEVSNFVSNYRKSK
CAL PDZ inh = inhibitors of human CAL PDZ peptide binding | inhibition, % at 20 µM | AID 504414 | purified CAL PDZ, TMR-peptide fluorescence polarization, 1 h | 0.02% of 330,000 active;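 active means highest replicate inhibition of at least 40%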;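 further: plate controls were DMSO neutral control wells for no effect and unlabeled competitor peptide control wells for full effect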
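Test system: tagged CAL PDZ domain / Buffer or medium: sodium phosphate/NaCl buffer pH 7.4 with TCEP, IgG, Thesit / Reagent: TMR-labelled reporter peptide T*-PRC34 bound in PDZ groove / Compound dosing: single point, 20 µM / Schedule: 1 h incubation at room temperature before polarization reading / Technique: fluorescence polarization (mP) / Benchmarks: unlabelled peptide, DMSO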
PvdQ inh = blocks Pseudomonas aeruginosa PvdQ acylase activity | purified PvdQ acylase, fluorescence plate reader | 0.063% of 340,000 active | inhibition, % at 10 µM; in the data active means inhibition above about 30%, passing the limit was not always enough;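 further: 0% = vehicle neutral wells and 100% = reference inhibitor wells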
DAGLB inh = blocks human DAGLB lipase activity; inhibition, % at 5.17 µM; HEK293T DAGLB membrane lysate, EnzChek fluorogenic substrate; Q8NCG7; 0.059% of 340,000 active; AID 504411; in the data active means inhibition above about 34%;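 further: 0% = enzyme with vehicle and 100% = wells lacking enzyme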
Target sequence (Q8NCG7 whole entry, looked up): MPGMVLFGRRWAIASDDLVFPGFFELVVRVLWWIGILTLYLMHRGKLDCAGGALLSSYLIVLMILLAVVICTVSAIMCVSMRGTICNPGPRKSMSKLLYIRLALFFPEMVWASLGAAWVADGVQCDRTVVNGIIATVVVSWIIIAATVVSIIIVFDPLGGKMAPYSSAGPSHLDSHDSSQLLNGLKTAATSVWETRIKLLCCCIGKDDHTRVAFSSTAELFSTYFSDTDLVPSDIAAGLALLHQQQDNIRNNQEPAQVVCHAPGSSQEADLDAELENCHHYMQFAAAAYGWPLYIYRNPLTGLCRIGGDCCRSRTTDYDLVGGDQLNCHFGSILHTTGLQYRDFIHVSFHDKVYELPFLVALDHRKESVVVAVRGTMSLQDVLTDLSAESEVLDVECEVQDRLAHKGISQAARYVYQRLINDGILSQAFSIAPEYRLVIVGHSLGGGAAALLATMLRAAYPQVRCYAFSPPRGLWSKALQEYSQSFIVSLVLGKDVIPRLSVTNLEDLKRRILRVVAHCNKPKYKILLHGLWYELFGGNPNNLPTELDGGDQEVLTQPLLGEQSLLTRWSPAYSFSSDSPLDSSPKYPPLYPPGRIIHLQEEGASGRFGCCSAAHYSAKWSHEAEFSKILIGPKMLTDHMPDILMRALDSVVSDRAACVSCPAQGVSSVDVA
E coli growth = counter-screen for AddAB inhibitors: E. coli growth inhibition; E. coli V3065 growth, OD600 absorbance, 18 h; inhibition, % at 11.9 µM; 0.27% of 330,000 active;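 active means inhibition above the campaign's mean inhibition across all tested compounds plus 3 SD, cut at about 9.9% in these data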;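 further: uninfected addAB+ strain grown without phage in ampicillin broth; 0% = DMSO wells and 100% = ciprofloxacin 0.95 µg/ml wells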
phage Ecoli inh = E. coli growth loss with phage present; growth absorbance; inhibition, % at 11.9 µM; 0.26% of 360,000 active; in the data active means inhibition above about 11%
AddAB inh = less growth of phage-infected E. coli with AddAB | AID 435030 | 0.29% of 330,000 active | inhibition, % at 11.9 µM | E. coli expressing H. pylori AddAB, absorbance growth; in the data active means inhibition above about 12%;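 further: 0% = vehicle wells of infected cells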
An asterisk follows results filed as active.

What do the screens show for `CCCc1cc(=O)[nH]c(SCC(=O)Nc2sc3c(c2C#N)CCCC3)n1`?
Tat export inh: 3; PfHsp90 set2: -2; Wnt bcat act: 0; Rtt109 Vps75: 25; CAL PDZ inh: -2.1; PvdQ inh: 6; DAGLB inh: 5; E coli growth: 1.5; phage Ecoli inh: 3.7; AddAB inh: 0.9

Results for Cc1ccc2c(c1)cc(C)c1nnc(SCC(=O)NCc3ccco3)n12 ?
Tat export inh: -1; PfHsp90 set2: 2; Wnt bcat act: -4; Rtt109 Vps75: 12; CAL PDZ inh: -3.2; PvdQ inh: -13; DAGLB inh: 2; E coli growth: -2.9; phage Ecoli inh: 1.2; AddAB inh: 0.1

What do the screens show for `CCc1nnc(NC(=O)CSc2nnc(CNc3ccc(OC)cc3)n2C)s1`?
Tat export inh: 1; PfHsp90 set2: -9; Wnt bcat act: 0; CAL PDZ inh: -1.9; PvdQ inh: 3; DAGLB inh: -1; E coli growth: 1.3; phage Ecoli inh: 2.1; AddAB inh: 0.1

What do the screens show for `O=C(NNC(=O)c1ccc(O)cc1O)c1ccc(Cl)cc1`?
Tat export inh: 9; Rtt109 Vps75: 6; CAL PDZ inh: -0.1; PvdQ inh: -9; DAGLB inh: 3; E coli growth: 0.7; phage Ecoli inh: 3.0; AddAB inh: 1.9

Results for CC(NC(=S)NC1CCCCC1)c1ccccc1 (stereo not given) ?
Tat export inh: 1; PfHsp90 set2: 11; Wnt bcat act: -2; Rtt109 Vps75: -5; CAL PDZ inh: -2.6; PvdQ inh: -7; DAGLB inh: -2; E coli growth: 1.6; phage Ecoli inh: 1.5; AddAB inh: 1.7

How did COc1ccc(CC(=O)Nc2ccc(-c3nc4cc(C)ccc4o3)c(O)c2)cc1OC do in these assays?
Tat export inh: -4; PfHsp90 set2: -44; Wnt bcat act: 5; Rtt109 Vps75: 3; CAL PDZ inh: -0.1; PvdQ inh: -9; DAGLB inh: 0; E coli growth: 0.7; phage Ecoli inh: 1.7; AddAB inh: 2.7

Results for O=S(=O)(/C(=C\c1ccc(C(F)(F)F)cc1)c1nc2ccccc2[nH]1)c1ccccc1 ?
Tat export inh: -11; PfHsp90 set2: -7; Rtt109 Vps75: 0; CAL PDZ inh: -1.0; PvdQ inh: -13; DAGLB inh: 1

How did COCCNC(=O)C(c1ccc(F)cc1)N(CC1CCCO1)C(=O)CCC(=O)Nc1ccccn1 (stereo not given) do in these assays?
Tat export inh: -10; PfHsp90 set2: -8; Rtt109 Vps75: -8; CAL PDZ inh: -0.1; PvdQ inh: -3; DAGLB inh: 2; phage Ecoli inh: 1.7

Results for CN(c1ccccc1)S(=O)(=O)c1cccc(C(=O)Nc2nccs2)c1 ?
Tat export inh: 0; PfHsp90 set2: 1; Wnt bcat act: -1; Rtt109 Vps75: 13; CAL PDZ inh: -1.1; PvdQ inh: 14; DAGLB inh: 2; E coli growth: 2.7; phage Ecoli inh: 2.8; AddAB inh: 0.4

Results for Cc1ccccc1Oc1nc2c(C)cccn2c(=O)c1/C=C(\C#N)C(=O)Nc1c(C)n(C)n(-c2ccccc2)c1=O ?
Tat export inh: 2; PfHsp90 set2: 16; Wnt bcat act: -3; Rtt109 Vps75: 16; CAL PDZ inh: -3.2; PvdQ inh: -5; DAGLB inh: 6; E coli growth: 2.1; phage Ecoli inh: 1.9; AddAB inh: 0.5

How did Cc1ccc(S(=O)(=O)NN=C2CC3CCC2(C)C3(C)C)cc1 (stereo not given) do in these assays?
Tat export inh: -6; PfHsp90 set2: -6; Wnt bcat act: -4; Rtt109 Vps75: 0; CAL PDZ inh: -0.2; PvdQ inh: -7; DAGLB inh: -6; phage Ecoli inh: 1.5

Results for CCOC(=O)c1n[nH]n(-c2cc(Cl)cc(Cl)c2)c1=O ?
Tat export inh: 1; PfHsp90 set2: -6; Wnt bcat act: -4; Rtt109 Vps75: 3; CAL PDZ inh: -1.8; PvdQ inh: 0; DAGLB inh: -5; E coli growth: 0.6; phage Ecoli inh: -1.5; AddAB inh: 0.8

Results for CCn1cc(C(=O)N[C@H](C(=O)O)C(C)C)c(=O)c2cc3c(cc21)OCO3 ?
Tat export inh: 1; PfHsp90 set2: 11; Wnt bcat act: -1; Rtt109 Vps75: -1; PvdQ inh: -12; DAGLB inh: -1; E coli growth: 55*; phage Ecoli inh: 12*; AddAB inh: 59*

What do the screens show for `Cc1nc(N2CCN(C(=O)c3ccco3)CC2)c2c3c(sc2n1)CCC3`?
Tat export inh: -5; PfHsp90 set2: -13; Rtt109 Vps75: 0; CAL PDZ inh: -3.4; PvdQ inh: -17; DAGLB inh: 0; E coli growth: -1.6; phage Ecoli inh: -0.4; AddAB inh: 0.3

How did S=C(Nc1cc(Cl)cc(Cl)c1)NC1CCN(Cc2ccccc2)CC1 do in these assays?
Tat export inh: -6; PfHsp90 set2: 19; Wnt bcat act: -2; Rtt109 Vps75: -10; CAL PDZ inh: -4.0; PvdQ inh: -5; DAGLB inh: -3; phage Ecoli inh: 7.3

Quoted from above (2 entries):
How did Cc1ccc(S(=O)(=O)NN=C2CC3CCC2(C)C3(C)C)cc1 (stereo not given) do in these assays?
Tat export inh: -6; PfHsp90 set2: -6; Wnt bcat act: -4; Rtt109 Vps75: 0; CAL PDZ inh: -0.2; PvdQ inh: -7; DAGLB inh: -6; phage Ecoli inh: 1.5

Results for CCOC(=O)c1n[nH]n(-c2cc(Cl)cc(Cl)c2)c1=O ?
Tat export inh: 1; PfHsp90 set2: -6; Wnt bcat act: -4; Rtt109 Vps75: 3; CAL PDZ inh: -1.8; PvdQ inh: 0; DAGLB inh: -5; E coli growth: 0.6; phage Ecoli inh: -1.5; AddAB inh: 0.8

The results go on:
How did Cc1ccc(C)c(-c2ccc(=O)n(Cc3cccc(Br)c3)n2)c1 do in these assays?
Tat export inh: 2; PfHsp90 set2: 6; Wnt bcat act: -1; Rtt109 Vps75: 10; CAL PDZ inh: -1.0; PvdQ inh: 22; DAGLB inh: -3; E coli growth: -5.5; phage Ecoli inh: 0.7; AddAB inh: -1.5

Results for COc1cc(/C=N/n2c(C3CCCCC3)n[nH]c2=S)ccc1O ?
Tat export inh: -6; PfHsp90 set2: -9; Wnt bcat act: 1; Rtt109 Vps75: 0; CAL PDZ inh: -0.7; PvdQ inh: 18; DAGLB inh: -2; phage Ecoli inh: 0.4

How did Cc1ccc(C(=O)Nc2ccc3c(c2)OCCO3)c(Cl)c1 do in these assays?
Tat export inh: 7; PfHsp90 set2: 9; Wnt bcat act: 2; Rtt109 Vps75: 8; CAL PDZ inh: -1.1; PvdQ inh: 0; DAGLB inh: 0; E coli growth: 1.4; phage Ecoli inh: -1.0; AddAB inh: 1.6

Results for CN1CCN(c2ccc(NC(=O)CSc3nnnn3-c3ccccc3Cl)cc2)CC1 ?
Tat export inh: 2; PfHsp90 set2: -11; Wnt bcat act: -4; Rtt109 Vps75: 20; CAL PDZ inh: 0.5; PvdQ inh: 0; DAGLB inh: -2; E coli growth: 1.5; phage Ecoli inh: 1.5; AddAB inh: 0.8

Results for Cc1cc(C)n(-c2ccc(C(=O)Nc3cccnc3Cl)cc2)n1 ?
Tat export inh: -1; PfHsp90 set2: -1; Wnt bcat act: -10; Rtt109 Vps75: 3; CAL PDZ inh: -2.0; PvdQ inh: 2; DAGLB inh: -3; E coli growth: -1.6; phage Ecoli inh: 2.4; AddAB inh: 2.1

What do the screens show for `COc1ccc(OC)c(-n2c(SCC(N)=O)nnc2-c2c[nH]c3ccccc23)c1`?
Tat export inh: -7; PfHsp90 set2: -7; Wnt bcat act: -1; Rtt109 Vps75: -2; CAL PDZ inh: -1.0; PvdQ inh: -1; DAGLB inh: 0; E coli growth: 2.8; phage Ecoli inh: 2.1; AddAB inh: -2.6

Results for CCCN(CCC)CCOc1cc(C)ccc1C(C)C ?
Tat export inh: -2; PfHsp90 set2: 2; Wnt bcat act: -2; Rtt109 Vps75: -3; CAL PDZ inh: 0.0; PvdQ inh: -5; DAGLB inh: -4; E coli growth: -0.5; phage Ecoli inh: 0.4; AddAB inh: 2.4

Results for O=C(Cc1c[nH]c2ccccc12)NCc1ccc(Cl)cc1 ?
Tat export inh: 3; PfHsp90 set2: -20; Wnt bcat act: 5; Rtt109 Vps75: 4; CAL PDZ inh: -1.9; PvdQ inh: -14; DAGLB inh: 1; E coli growth: -1.3; phage Ecoli inh: 2.7; AddAB inh: 4.5

Results for COc1ccc(Cc2nnnn2CC(=O)O)cc1 ?
Tat export inh: -3; PfHsp90 set2: -19; Rtt109 Vps75: -11; PvdQ inh: -7; DAGLB inh: -6; E coli growth: -1.7; phage Ecoli inh: 3.1; AddAB inh: 0.2

How did Cn1c(=NC(=O)c2ccco2)sc2ccccc21 do in these assays?
Tat export inh: -3; PfHsp90 set2: -4; Wnt bcat act: 2; Rtt109 Vps75: 1; CAL PDZ inh: -4.1; PvdQ inh: -13; DAGLB inh: -3; E coli growth: 0.8; phage Ecoli inh: 4.4; AddAB inh: 0.2

What do the screens show for `COc1ccc(NC(=O)CC2C(=O)NCCN2C(=O)Nc2ccc(C(F)(F)F)cc2)cc1` (stereo not given)?
Tat export inh: 2; PfHsp90 set2: 17; Wnt bcat act: 1; Rtt109 Vps75: 8; CAL PDZ inh: -1.0; PvdQ inh: -12; DAGLB inh: 5; E coli growth: 0.9; phage Ecoli inh: 0.4; AddAB inh: 1.8

Results for O=C(/C=C/c1ccccc1)NNC(=O)c1ccco1 ?
Tat export inh: 5; PfHsp90 set2: 9; Wnt bcat act: 1; Rtt109 Vps75: 4; CAL PDZ inh: -1.2; PvdQ inh: -8; DAGLB inh: 2; E coli growth: -2.6; phage Ecoli inh: 1.9; AddAB inh: 0.2

How did O=C(COC(=O)c1ccc(S(=O)(=O)N2CCCC2)cc1)Nc1cccc(F)c1 do in these assays?
Tat export inh: 0; PfHsp90 set2: -6; Wnt bcat act: -2; Rtt109 Vps75: -7; CAL PDZ inh: 0.5; PvdQ inh: 7; DAGLB inh: -2; E coli growth: -3.2; phage Ecoli inh: 1.8; AddAB inh: -2.0

What do the screens show for `Cc1ccc(S(=O)(=O)N(C)c2ccc(C(=O)Nc3ccccn3)cc2)cc1`?
Tat export inh: -4; PfHsp90 set2: -23; Wnt bcat act: -2; Rtt109 Vps75: 4; CAL PDZ inh: -1.2; PvdQ inh: -4; DAGLB inh: 1; E coli growth: 0.1; phage Ecoli inh: 3.5; AddAB inh: -0.3

What do the screens show for `Cn1cnc([N+](=O)[O-])c1Cl`?
Tat export inh: -9; PfHsp90 set2: -5; Wnt bcat act: 2; Rtt109 Vps75: 11; CAL PDZ inh: -0.4; PvdQ inh: 11; E coli growth: -2.7; phage Ecoli inh: 0.1; AddAB inh: -3.0

What do the screens show for `Cc1ccc(NC(=O)CSCC(=O)N(C)CC(=O)Nc2cccc3ccccc23)cc1`?
Tat export inh: 2; PfHsp90 set2: -5; Wnt bcat act: 8; Rtt109 Vps75: -6; CAL PDZ inh: -0.5; PvdQ inh: -15; DAGLB inh: 0; E coli growth: -0.2; phage Ecoli inh: 2.3; AddAB inh: -1.7

How did CN([C@@H](C(=O)OC(C)(C)C)c1ccccc1)S(=O)(=O)c1cccc(S(=O)(=O)N(C)[C@@H](C(=O)OC(C)(C)C)c2ccccc2)c1 do in these assays?
Tat export inh: -8; PfHsp90 set2: -10; Wnt bcat act: -3; Rtt109 Vps75: 0; CAL PDZ inh: 0.0; PvdQ inh: 2; DAGLB inh: -3; E coli growth: -0.4; phage Ecoli inh: 3.4; AddAB inh: -1.8

Screening data as filed in PubChem BioAssay.
